Source: PubChem (Broad Institute)
ARNT TACC3 PPI: disruptors of ARNT/TACC3 protein interaction, primary screen, biochemical, AlphaScreen, single concentration. inhibition, % at 9.99 µM. AID 623870, 2012. 390,000 tested, 0.66% active. AlphaScreen His-ARNT PAS-B/GST-TACC3 binding, luminescence; TACC3 fragment carries E629A point mutation;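 active = mean inhibition of replicates at least 50% and at least half of replicates each reaching 50%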;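 note: 0% = complete ARNT plus TACC3 wells and 100% = ARNT alone without TACC3; many hits fall short of the cut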
ERAP1 inh: human ERAP1 aminopeptidase inhibitors, primary screen, biochemical, single point, plate reader; AID 652197, 2013; recombinant ERAP1, Leu-AMC fluorescence, 60 min; 340,000 tested, 0.15% active; Endoplasmic reticulum aminopeptidase 1 (Homo sapiens), Q9NZ08; inhibition, % at 10.7 µM;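 active = mean replicate inhibition of at least 30%, or all replicates individually reaching that 30% level; inactive = mean below 30% and not every replicate reaching it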;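 note: 0% = neutral control wells and 100% = L-leucinethiol positive control wells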
esBAF inh: Bmi1 luciferase reporter increase in mESCs, primary screen, esBAF inhibitor project, mouse ES cells, Bmi1 luciferase knock-in, single point; 350,000 tested, 2% active; 24 h; 100% = twice the neutral-well signal; reporter increase, % at 12.5 µM; in the data active = activation above about 40%;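 note: 0% = median of the plate's neutral control wells and 100% = double that signal; a rise in the Bmi1 reporter signal indicates esBAF inhibition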
RAD54 branch: inhibitors of human RAD54 branch migration, primary screen, biochemical, fluorescence, single point | inhibition, % at 10.4 µM | RAD54 Holliday junction branch migration, FAM/BHQ fluorescence | AID 602329, 2012 | 360,000 tested, 0.14% active | DNA repair and recombination protein RAD54-like (Homo sapiens), Q92698;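 active = mean normalized replicate activity at least 40 and at least half of replicates scoring 40 or more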;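 note: 0% = median of neutral control wells and 100% = median of positive control wells; inhibitors cause a drop in the FAM fluorescence signal; in these data hits start at about 50%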
Target sequence (Q92698 whole entry, looked up): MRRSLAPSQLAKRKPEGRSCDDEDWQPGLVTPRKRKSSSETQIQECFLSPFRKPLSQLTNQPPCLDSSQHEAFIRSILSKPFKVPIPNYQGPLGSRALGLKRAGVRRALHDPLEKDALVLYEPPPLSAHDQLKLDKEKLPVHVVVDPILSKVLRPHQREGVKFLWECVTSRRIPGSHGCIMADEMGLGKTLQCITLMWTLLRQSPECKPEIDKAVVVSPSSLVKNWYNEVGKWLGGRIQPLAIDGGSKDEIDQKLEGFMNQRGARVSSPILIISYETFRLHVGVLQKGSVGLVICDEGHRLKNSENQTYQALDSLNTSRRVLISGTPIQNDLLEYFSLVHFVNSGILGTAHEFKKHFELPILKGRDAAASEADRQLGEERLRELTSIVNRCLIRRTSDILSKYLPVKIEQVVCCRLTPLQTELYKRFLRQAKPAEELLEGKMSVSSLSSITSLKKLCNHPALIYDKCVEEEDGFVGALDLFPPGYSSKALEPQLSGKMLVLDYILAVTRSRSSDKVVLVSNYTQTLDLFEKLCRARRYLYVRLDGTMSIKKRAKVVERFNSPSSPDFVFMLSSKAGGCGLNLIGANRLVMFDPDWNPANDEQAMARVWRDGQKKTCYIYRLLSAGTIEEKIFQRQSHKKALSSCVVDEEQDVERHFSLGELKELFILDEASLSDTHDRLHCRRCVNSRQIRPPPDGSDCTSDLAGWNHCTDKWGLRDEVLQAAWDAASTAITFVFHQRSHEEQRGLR
GSIS activator: GLuc luminescence reporter in INS-1E cells, primary screen for activators of glucose-dependent secretion of insulin | INS-1E GLuc reporter insulin secretion, 2-3 h | AID 743287, 2014 | 370,000 tested, 0.61% active | activation, % at 16.6 µM;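 active = lowest replicate activation of at least 40%, so every replicate reaches that level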;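 note: 0% = median of neutral control wells and 100% = median of IBMX positive control wells; some compounds called inactive have numbers as strong as hits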
F508del corr: F508del CFTR correction, initial screen, CFBE line, single point; activity (quench increase), % at 7.58 µM; 350,000 tested, 0.36% active; CFBE cells, YFP halide quenching; stimulated with forskolin plus potentiator P3; % fluorescence drop versus neutral controls; AID 720511, 2013;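 active = mean added fluorescence quench of at least 8% versus neutral control, with both replicates also reaching 8%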;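 note: cells transiently co-express mutant CFTR-F508del with the halide-sensitive YFP; corrector assay measuring rescue of mutant channel to the surface after 24 h compound exposure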
XiGFP reactiv: activators of inactive X chromosome reactivation, primary screen, imaging, XiGFP fibroblasts, GFP high-content imaging, set 2 | AID 743238, 2013 | XiGFP mouse fibroblasts, % GFP-positive cells imaging, 3 d; cells co-treated with 5-aza-dC sensitizer; scaled so ellipticine positive control = 100% | 360,000 tested, 0.055% active | activation, % at 7.58 µM;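 active = mean normalized replicate activation at least 10% and every replicate at or above 10%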;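 note: 0% = median of on-plate neutral control wells and 100% = ellipticine 6 µM median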
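Assay system – SV40-immortalized XiGFP fibroblast cells, line 68-5-11 · Buffer or medium – DMEM supplemented with 5-aza-dC as sensitizing agent · Dosing – one concentration, pinned · Benchmarks – positive control ellipticine, 6 µM final · Times – 3 days compound exposure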
RAD52 anneal inh: RAD52 DNA annealing inhibitors, primary screen, biochemical, FRET, single point, set 2. DNA repair protein RAD52 homolog (Homo sapiens), P43351. recombinant RAD52 DNA annealing, FRET fluorescence. inhibition, % at 18.7 µM. 360,000 tested, 0.46% active. AID 651710, 2012;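 active = every replicate showing at least 50% inhibition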
An asterisk follows results filed as active; nt = not tested or not shown; & = joins results of further samples. Rows were taken by chance. Share with any hit: about 3.3%.

no.	Compound	RAD54 branch	RAD52 anneal inh	esBAF inh	ERAP1 inh	F508del corr	ARNT TACC3 PPI	GSIS activator	XiGFP reactiv
1	CCCCc1ccc(S(=O)(=O)Nc2ccc(C)c(NS(C)(=O)=O)c2)cc1	-1.3	-8.2	nt	0.1	-1.4	0.2	35.0	0.0
2	O=C(/C=C/c1ccccc1[N+](=O)[O-])N1CCN(c2ccc(F)cc2)CC1	-0.2	-7.8	nt	-3.1	-0.1	-10.2	-1.5	0.0
3	COCCNC(=O)C1(C)CCCN(Cc2ccc(-c3ccccc3)o2)C1 (stereo unspecified)	-2.6	-2.8	-2.4	0.1	-3.1	nt	-29.7	0.2
4	CCOC(=O)N1CCC(N2C(=O)c3ccccc3C2Nc2ccc(C)cc2)CC1 (stereo unspecified)	5.4	2.5	4.6	-2.2	-0.2	2.1	nt	0.2
5	NS(=O)(=O)c1ccc(NC(=O)CSc2ccccc2)cc1	7.4	-11.6	13.2	-0.4	3.2	-32.1	-0.7	0.2
6	CCC(=O)N1[C@@H](CO)[C@H](c2ccc(-c3cccnc3)cc2)[C@@H]1CN(CC)C(C)=O	-5.0	-8.3	-2.1	-0.5	-0.1	-12.0	2.6	0.1
7	COc1ccc(S(=O)(=O)N(C)C[C@@H]2Oc3c(NC(=O)C4CCCCC4)cccc3C(=O)N([C@@H](C)CO)C[C@H]2C)cc1	14.4	5.7	4.5	1.5	-1.2	-2.8	-13.6	-0.1
8	CN(C(=O)c1cccc(NC(=O)Cc2cccc(NC(=O)C3CCN(C(=O)CCc4ccccc4)CC3)c2)c1)C1CC1	-13.6	-9.5	-4.1	nt	-2.5	0.4	-26.7	0.0
9	Cc1ccc(Cl)cc1NC(=S)N(CCCN1CCOCC1)Cc1ccco1	-2.1	-13.3	-3.3	8.6	0.1	1.9	-8.4	-0.1
10	O=C(OCC(=O)N1CCC(Cc2ccccc2)CC1)c1cc(Br)ccc1O	7.3	-24.8	-5.6	-2.2	-1.5	nt	2.3	0.0
11	CCCc1cc(=O)c2c(O)cccc2o1	nt	-12.2	-0.8	4.8	-2.0	-1.0	2.0	0.0
12	CC(C)(C)C(=O)Nc1ccc(N2CCN(c3ccc(C(F)(F)F)cn3)CC2)nc1	nt	-11.4	nt	0.0	-0.4	0.2	4.0	0.2
13	COC(=O)CNc1cc(S(=O)(=O)N2CCCCC2)ccc1Oc1cccc(C)c1	-1.2	-16.3	-2.7	-2.6	-1.9	nt	-48.5	0.0
14	COc1ccc(NC(=O)N(C)C[C@@H]2Oc3c(NC(=O)c4ccncc4)cccc3C(=O)N([C@H](C)CO)C[C@@H]2C)cc1	-4.2	-0.2	1.7	4.4	-0.5	nt	9.1	-0.6
15	Cc1noc(C)c1S(=O)(=O)N(C)C[C@H]1OCc2ccccc2-c2ccccc2C(=O)N([C@@H](C)CO)C[C@@H]1C	nt	nt	2.9	nt	1.3	nt	10.5	0.1
16	Cc1[nH]c2ccc(C(=O)OC(C)C(=O)NC3CCCCC3C)cc2c1C (stereo unspecified)	7.1	-16.8	17.3	3.7	-1.1	-0.5	nt	-0.1
17	O=C(O)C/C(=C\c1cc2c(cc1Br)OCO2)c1nc2ccccc2s1	0.3	-8.0	4.0	-1.0	0.1	-51.6	6.9	nt
18	Oc1c(Cl)cc(Oc2cc(Cl)c(O)c(CN3CCOCC3)c2)cc1CN1CCOCC1	1.1	3.9	nt	-0.9	-1.0	-2.2	-2.4	-0.1
19	Cc1ccccc1S(=O)(=O)N1C[C@H]2CON(C)[C@H]2C[C@H]1c1cccc(Br)c1	-2.5	-11.5	-7.1	-2.5	-2.7	-1.5	-9.3	nt
20	COCC(=O)Nc1ccc2c(c1)C(=O)N(C)C[C@H](OC)[C@@H](C)CN(CCc1ccccc1)[C@H](C)CO2	-7.4	4.6	0.0	-3.1	4.1	8.4	5.5	-0.1
21	Cc1cc(C)nc(NC2=NCCN2C(=S)Nc2ccc(C)c(C)c2)n1	nt	1.1	nt	nt	0.2	14.2	-16.1	0.7
22	CC(C)NC(=O)c1ccc2c(c1)N(CC(=O)N1CCCC1)C(=O)C(C)(C)O2	-5.1	-15.3	-9.2	-1.9	-0.9	-2.6	6.7	0.4
23	Cc1cccc(C)c1NC(=O)NN1C(C)CCCC1C (stereo unspecified)	nt	-8.7	nt	-3.4	-0.4	1.3	-8.3	0.1
24	O=C(Nc1ccn(CCCNCCc2ccccn2)c(=O)n1)OCc1ccccc1	0.7	-3.7	-3.5	1.7	-2.0	nt	-11.7	-0.1
25	S=C1NC[C@H](Cc2ccccc2)N1CC1CCN(CCCC2CCCC2)CC1	-4.3	6.8	-8.4	6.6	-0.8	12.2	-19.5	0.2
26	COc1ccc(Cl)cc1S(=O)(=O)N1CCCC(C(=O)NCc2ccncc2)C1 (stereo unspecified)	11.3	-2.4	3.5	-1.1	-6.1	0.0	25.3	0.3
27	O=C(O)c1ccc(NC(=S)NC(=O)c2cccc(COc3ccccc3)c2)cc1	nt	-18.9	nt	5.7	-2.1	-1.9	-0.3	0.0
28	CCCNC(=O)N1C[C@H](C)[C@@H](OC)CN(C)C(=O)c2ccc(NC(=O)CCC)cc2OC[C@H]1C	-4.4	-5.4	-4.8	0.9	-0.3	9.8	7.0	0.2
29	CC(C)C#Cc1cnc2c(c1)C(=O)N([C@H](C)CO)C[C@H](C)[C@H](CN(C)C(=O)c1cccnc1)O2	11.7	2.9	-1.4	1.3	-0.9	1.4	15.5	-1.1
30	O=C(Nc1ccccc1F)c1ccc2sc([C@H]3C[C@H](O)[C@@H](CO)O3)nc2c1	-4.2	-12.2	55.4*	-0.5	2.7	nt	14.9	0.1
31	Cc1ccc(C(=O)N/C(=C\c2cccc([N+](=O)[O-])c2)C(=O)Nc2cccc(C(=O)O)c2)cc1	2.1	-5.8	-4.3	-46.6	0.0	-2.9	8.5	-0.1
32	Cc1ccc(NC(=O)CNC(=O)c2ccco2)c(Cl)c1	4.4	-26.2	9.0	3.2	-3.2	1.3	-3.2	0.0
33	COc1ccc(C(C)=O)cc1CN(c1ccccc1OC)S(=O)(=O)c1cccs1	7.5	-8.7	7.3	1.3	-0.1	8.3	26.2	0.0
34	Cc1ccc(Sc2ncccc2C(=O)O)c(C)c1	-10.5	nt	nt	nt	nt	1.2	12.4	0.2
35	Cc1ccc(S(C)(=O)=O)cc1C(=O)N1CC(C(N)=O)Oc2ccccc21 (stereo unspecified)	-4.2	-21.8	-3.7	-2.8	-1.1	-19.8	-3.3	0.0
36	Cc1ccccc1-c1ccc([C@H]2[C@H]3CN(C(=O)Nc4cccc(F)c4)CC(=O)N3[C@H]2CO)cc1	nt	-11.8	nt	nt	0.0	nt	-21.1	0.0
37	C[n+]1c2n(c3ccccc31)N=C(c1ccccc1)CS2	3.6	9.4	-20.3	-4.2	3.4	-0.9&5.4	-6.9	0.6
38	CNC(=O)c1cc(C(=O)c2ccccc2C(F)(F)F)c[nH]1	nt	3.3	nt	-2.3	-1.0	-11.2	-13.3	0.0
39	COc1cccc(C(=O)/C(C#N)=N/Nc2cccc(-c3ccnc(C)n3)c2)c1	nt	-1.4	nt	4.2	-0.9	9.3	-48.5	-0.1
40	COCCNC(=O)C[C@H]1C[C@@H]2c3cc(NC(=O)COC)ccc3O[C@@H]2[C@H](CO)O1	1.6	-18.5	-6.5	0.1	2.1	-3.4	8.0	0.0
41	COc1ccc(S(=O)(=O)Nc2cccc3c2O[C@@H](CN(C)Cc2ccc(C(=O)Nc4ccccc4N)cc2)[C@H](C)CN([C@@H](C)CO)C3=O)cc1	nt	6.9	nt	-0.1	2.2	nt	4.6	-0.8
42	O=C1C2CCCN2C(=O)N1CCCCN1CCN(c2ccc(F)cc2)CC1 (stereo unspecified)	1.3	-29.1	nt	-0.8	nt	-2.8	2.6	0.0
43	CCN1CCN(C(c2ccccc2)c2sc3nc(C)nn3c2O)CC1 (stereo unspecified)	-11.5	-11.7	-5.8	0.5	4.1	-4.1	nt	0.1
44	O=C(NCC[C@H]1CC[C@H](NS(=O)(=O)c2ccc(F)cc2)[C@H](CO)O1)c1ccc2c(c1)OCO2	-1.0	-8.7	1.9	-1.4	1.3	-4.5	5.7	0.8
45	COc1ccc(S(=O)(=O)N(C)C[C@H]2OCc3cn(nn3)CCCC(=O)N([C@@H](C)CO)C[C@H]2C)cc1	-0.4	-7.1	-0.7	1.0	-3.9	-1.9	0.7	-0.5

Two entries from above in a different format.
Fields: RAD54 branch | RAD52 anneal inh | esBAF inh | ERAP1 inh | F508del corr | ARNT TACC3 PPI | GSIS activator | XiGFP reactiv
(42) O=C1C2CCCN2C(=O)N1CCCCN1CCN(c2ccc(F)cc2)CC1 (stereo unspecified)
  1.3 | -29.1 | nt | -0.8 | nt | -2.8 | 2.6 | 0.0
(43) CCN1CCN(C(c2ccccc2)c2sc3nc(C)nn3c2O)CC1 (stereo unspecified)
  -11.5 | -11.7 | -5.8 | 0.5 | 4.1 | -4.1 | nt | 0.1

(list continues)
no.	Compound	RAD54 branch	RAD52 anneal inh	esBAF inh	ERAP1 inh	F508del corr	ARNT TACC3 PPI	GSIS activator	XiGFP reactiv
46	O=C(NCCc1nc2ccc(Cl)cc2[nH]1)C1CCC(=O)N(Cc2cccc(F)c2)C1 (stereo unspecified)	-5.9	-5.7	0.6	-0.1	0.1	-12.8	-4.6	0.2
47	CN(C)CC(=O)N1CCc2ccccc2C1	nt	-21.0	nt	-1.7	-1.5	-5.2	27.0	0.2
48	COC(=O)C1=C(N)OC2=C(C(=O)CC(C)(C)C2)C1c1ccccc1OCC#N (stereo unspecified)	nt	-12.1	nt	4.9	nt	-9.2	-8.1	0.1
49	O=C(CSc1ncnc2c1cnn2-c1ccccc1)NC1CCS(=O)(=O)C1 (stereo unspecified)	-0.9	-9.0	4.9	2.6	3.1	-2.5	-9.6	0.5
50	Cc1cccc(C)c1C(O)c1ncc(-c2cccc(C(F)(F)F)c2)[nH]1 (stereo unspecified)	4.6	0.2	12.3	1.4	-0.6	nt	-38.9	0.5
51	O=S(=O)(NCc1ccccc1Cl)c1ccc(-n2cccn2)cc1	5.7	-7.7	0.1	4.6	-2.2	4.6	7.0	0.2
